Calpain2 inh: calpain II (pig) inhibition; 0.37% of 220,000 active; inhibition, % at 16 µM; AID 1236; purified calpain II, fluorogenic peptide substrate, 30 min;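 active = inhibition above about 50%, limit read from the data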
Furin inh: blocks human furin protease activity | purified furin, fluorogenic substrate cleavage | 0.061% of 220,000 active | AID 463115 | inhibition, % at 30 µM; in the data active = inhibition above about 25%; note: inactives centre near -15
NCF1 inh: p47phox (human) inhibition | P14598 | p47phox/p22phox peptide binding, fluorescence polarization, 2 h | inhibition, % at 24.7 µM | 0.53% of 220,000 active;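 active = inhibition above about 30%, limit read from the data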;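 note: 0% = p47phox with labelled peptide and 100% = labelled peptide alone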
p97 ATPase inh: blocks human p97 ATPase activity. P55072. recombinant p97 ATPase, Kinase-Glo ATP luminescence, 3 h. inhibition, % at 8 µM. 0.42% of 220,000 active. AID 1481; in the data active = inhibition above about 15%;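 note: 0% = DMSO vehicle and 100% = wells lacking enzyme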
Target sequence (P55072 whole entry, looked up): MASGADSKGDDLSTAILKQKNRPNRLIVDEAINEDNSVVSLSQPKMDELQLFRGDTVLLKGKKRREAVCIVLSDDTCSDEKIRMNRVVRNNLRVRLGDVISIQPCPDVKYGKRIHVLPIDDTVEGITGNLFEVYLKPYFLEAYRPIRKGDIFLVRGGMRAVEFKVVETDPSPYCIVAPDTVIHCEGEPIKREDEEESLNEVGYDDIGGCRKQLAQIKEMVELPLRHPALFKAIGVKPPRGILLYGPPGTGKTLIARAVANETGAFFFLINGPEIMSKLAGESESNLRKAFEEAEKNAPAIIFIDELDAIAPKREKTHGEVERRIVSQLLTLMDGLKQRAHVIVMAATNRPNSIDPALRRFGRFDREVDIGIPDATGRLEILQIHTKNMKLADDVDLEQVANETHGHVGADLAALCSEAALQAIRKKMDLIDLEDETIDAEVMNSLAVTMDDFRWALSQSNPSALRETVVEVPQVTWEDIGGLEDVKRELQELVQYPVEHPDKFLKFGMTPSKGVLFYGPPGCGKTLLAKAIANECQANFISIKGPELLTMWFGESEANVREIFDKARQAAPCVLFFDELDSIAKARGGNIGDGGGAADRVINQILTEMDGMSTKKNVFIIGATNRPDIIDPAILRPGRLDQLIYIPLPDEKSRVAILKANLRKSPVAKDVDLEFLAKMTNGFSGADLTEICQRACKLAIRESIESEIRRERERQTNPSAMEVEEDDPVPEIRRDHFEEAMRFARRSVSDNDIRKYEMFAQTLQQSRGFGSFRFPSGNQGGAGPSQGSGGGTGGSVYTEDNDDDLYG
Runt-CBFb FRET: Runt domain-CBFb interaction inhibition. AID 1496. Q01196+Q13951. inhibition, % at 20 µM. Cerulean-Runt/Venus-CBFb FRET ratio 530/480, 1 h. 0.46% of 220,000 active;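 active = inhibition over about 50% at 20 µM in the single-dose screen, limit read from the data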;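 note: 0% = DMSO wells and 100% = excess unlabeled CBFb competitor control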
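Doses: 20 µM compound in 1% DMSO | Material: Cerulean-labeled Runt domain protein | Amount: Each fluorescent fusion protein 100 nM | Schedule: Two 1 h room-temperature incubations shielded from light | Measured by: FRET fluorescence | Evaluation: Loss of energy transfer signal | Controls: Unlabeled CBFb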
Runt-SMMHC FRET: Runt domain-CBFb-SMMHC interaction inhibition. Q01196+Q13951. inhibition, % at 20 µM. Cerulean-Runt/Venus-CBFb-SMMHC FRET ratio 530/480, 1 h. 0.74% of 220,000 active. AID 1434;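 active = mean inhibition across duplicate retests at 20 µM reaching about 50%, limit read from the data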;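 note: 0% = DMSO wells and 100% = wells with excess untagged CBFb-SMMHC; inhibitors lower the FRET ratio by blocking Runt binding to CBFb-SMMHC; some results filed as inactive read as strong as hits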
EBV gp42 block: blocks Epstein-Barr virus glycoprotein 42 binding; 0.42% of 220,000 active; AID 1085; inhibition, % (tested at 21.74 µM); Q1HVG2; Fluorescence polarization binding assay, mP read-out; in the data active = inhibition above about 50%
TbHK1 inh: blocks Trypanosoma brucei hexokinase 1 activity. inhibition, % at 10 µM. 0.11% of 220,000 active. recombinant TbHK1, G6PDH-coupled NADH A340. AID 1430;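 active = inhibition of 50% or more in the single-dose primary screen; inactive = inhibition below 50%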
RBBP9 inhibitor: inhibitors of human serine hydrolase RBBP9 | O75884 | recombinant RBBP9, FP-Rh probe fluorescence polarization | inhibition, % at 7.94 µM | 0.2% of 220,000 active | AID 1515;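 active = inhibition above the campaign mean of all tested compounds plus 3 SD, cut at about 14% in these data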;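 note: plate controls were DMSO wells with RBBP9 for no effect and wells lacking RBBP9 protein for full effect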
Target sequence (O75884 whole entry, looked up): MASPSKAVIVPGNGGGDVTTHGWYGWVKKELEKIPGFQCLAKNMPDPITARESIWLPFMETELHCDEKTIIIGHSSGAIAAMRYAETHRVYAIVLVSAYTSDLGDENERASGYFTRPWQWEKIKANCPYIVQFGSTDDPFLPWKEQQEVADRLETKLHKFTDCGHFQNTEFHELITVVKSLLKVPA
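Assay system: recombinant human RBBP9; Reagent: Serine-hydrolase probe FP-Rh, 375 nM pre-mixing; Doses: 7.94 µM single dose, 0.794% DMSO; Incubation: 30 min then 45 min, 25 °C; Detection: fluorescence polarization (mP), excitation 525 nm, emission 598 nm; Evaluation: percent inhibition from mP, scaled between DMSO and no-protein wells.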
The depositor's hits bear a star; . = no result given; [ ] = dose if it differs, or a comment.

EBV gp42 block	Furin inh	Runt-SMMHC FRET	RBBP9 inhibitor	Runt-CBFb FRET	Molecule	NCF1 inh	Calpain2 inh	TbHK1 inh	p97 ATPase inh
-4	-11	-1	-3	1	COc1ccc(OC)c2[nH]c(=O)c(CCNC(=O)C(C)C)cc12	-6	-33	-9	0
-14	-11	2	-11	-2	Cc1c(C(=O)N2CCOCC2)cc(C(C)(C)C)n1-c1ccccc1	-11	-8	-3	2
-13	-16	-5	-6	-5	O=C(COC(=O)c1ccccc1C(=O)N1CCN(c2ccccc2)CC1)Nc1ccccc1	4	10	-2	2
14	-9	1	-12	0	COc1ccc(CCn2ccc(O)c(Cc3ccc(Cl)cc3)c2=O)cc1OC	0	27	9	-4
6	-9	1	10	-2	CC(C)N1C(=O)c2ccccc2N(Cc2ccccc2)S1(=O)=O	-3	-14	-6	4
-4	-27[20 µM]	2	2	-1	CC(O)(CS(=O)(=O)Cc1ccc(Cl)cc1)C(=O)Nc1cccc(C(F)(F)F)c1 (stereo not drawn)	-7	-34	-1	1
-17	-15	3	1	-2	CCSc1nnc(NC(=O)CSc2nccn2-c2cccc(C)c2C)s1	-14	18	-1	-9
-23	-12	-1	-4	1	C/C=C/Cn1cccc(C(=O)Nc2ccc(OC)cc2)c1=O	-2	-2	-15	2

Sorted by molar mass (lowest first): some entries from above
EBV gp42 block	Furin inh	Runt-SMMHC FRET	RBBP9 inhibitor	Runt-CBFb FRET	Molecule	NCF1 inh	Calpain2 inh	TbHK1 inh	p97 ATPase inh
14	-9	1	-12	0	COc1ccc(CCn2ccc(O)c(Cc3ccc(Cl)cc3)c2=O)cc1OC	0	27	9	-4
-4	-27[20 µM]	2	2	-1	CC(O)(CS(=O)(=O)Cc1ccc(Cl)cc1)C(=O)Nc1cccc(C(F)(F)F)c1 (stereo not drawn)	-7	-34	-1	1
-13	-16	-5	-6	-5	O=C(COC(=O)c1ccccc1C(=O)N1CCN(c2ccccc2)CC1)Nc1ccccc1	4	10	-2	2

Next section.
EBV gp42 block	Furin inh	Runt-SMMHC FRET	RBBP9 inhibitor	Runt-CBFb FRET	Molecule	NCF1 inh	Calpain2 inh	TbHK1 inh	p97 ATPase inh
-14	-7	4	-6	-4	CCn1c(N2CCN(CC(=O)Nc3cccc(C)c3C)CC2)nc2ccccc21	-16	15	0	0
-8	-11[20 µM]	-2	4	-1	O=C(O)/C=C/c1ccc2ccccc2n1	-1	-18	-5	0
-9	-7	0	-6	3	CSc1nc(O)c(Nc2cccc(Cl)c2)c(=O)[nH]1	-6	-22	-9	4
8	-15[20 µM]	8	-6	4	CC1(C)CC(=O)C2=C(C1)c1c(ccc3ccccc13)NC2c1ccco1 (stereo not drawn)	-21	-196	18	-5
-31	-15	2	-10	-1	CCc1nc2ccc(C(=O)Nc3ccc(NC(C)=O)cc3)cc2nc1CC	-4	10	-9	-3
-14	-5[20 µM]	8	-5	7	C=CCOc1ccc(CNn2c(C)n[nH]c2=S)cc1OC	0	-15	-5	-1
0	-11[20 µM]	0	-4	-2	O=C(COc1ccc(Cl)cc1)NCc1nnc(SCC(=O)NC2CCCC2)o1	-11	-24	2	-1
2	-26	2	-5	-1	O=C(Cn1nnc(-c2cccs2)n1)N1CCOCC1	-8	-2	1	2
-5	-29[20 µM]	-5	-7	-2	COc1ccc(CC(=O)N2CCN(C(=O)Cc3ccc(OC)cc3)CC2)cc1	3	-42	-4	0
-8	-1	2	-7	0	COc1cccc(C2SCC(=O)N2c2ccc(Cl)cc2)c1OC (stereo not drawn)	-6	17	35	-4
-17	-10	-1	0	1	CN(CCO)C(=O)c1cccc2c1-c1ccccc1C2=O	-9	-5	6	7
-19	-20[20 µM]	7	-12	-2	CN(C)CCSc1nc(N)c2c3c(sc2n1)COC(C)(C)C3	-16	-16	2	-8
-2	-21	3	-4	-1	CCOC(=O)C1=C(C)N(C)C(=O)NC1c1cc2c(cc1Br)OCO2 (stereo not drawn)	2	2	1	3
-8	-4	-3	-8	1	CCC(Sc1nc2c(c(=O)n1CC)SC(C)C2)C(=O)OC (stereo not drawn)	-5	23	-25	-8
-22	-19[20 µM]	-2	0	-2	N/C(Cn1nnc(-c2ccccc2)n1)=N\O	-6	16	-5	1
-14	-21	4	0	-1	O=C(CN1CCOCC1)Nc1ccccc1NC(=O)C1CCN(c2ncccn2)CC1	1	-87	-1	-3
-15	-10	2	-6	-2	Cc1cc(Nc2c(C)n(C)n(-c3ccccc3)c2=O)c2ccccc2n1	-45	3	-42	1
4	-20	7	-2	13	Oc1ccc(F)c2cccnc12	-4	-6	-11	-1
-4	.	-1	6	-2	O=C(O)CCc1nc(-c2ccccc2)c(-c2ccccc2)o1	-6	-13	.	5
-24	-19	-2	-6	-8	COc1ccc(N2CC(C)Cn3c2nc2c3c(=O)n(Cc3ccc(F)cc3)c(=O)n2C)c(OC)c1 (stereo not drawn)	-5	-42	-26	1
-14	-25	1	.	-4	O=C(c1ccoc1)N1CCC2(CC1)Oc1ccc(F)cc1C(=O)C21CC(c2ccc(Cl)cc2)=NO1 (stereo not drawn)	-16	-66	-26	.
-20	-29	-1	.	3	CC(O)[C@H]1CNC(=O)C(=O)N1CCc1cccc2ccccc12 (stereo partly drawn)	-3	15	-7	.
-14	-19	0	-7	5	COc1ccc(C(=O)CSc2nnc(-c3ccoc3C)n2CC2CCCO2)cc1 (stereo not drawn)	-9	-42	1	2
9	-8	-1	-7	-1	C=CCNC(=O)CC1C(=O)NCCN1Cc1ccc(-c2ccccc2)cc1 (stereo not drawn)	14	-24	-4	-2
102*	-3	.	-6	.	CN(C)c1ccc2c3c(cccc13)C(=O)N(c1ccccc1)C2=O	-25	-8	3	1
-3	-11	-3	-7	-2	COc1ccc(C2(C(=O)Nc3ccc(S(N)(=O)=O)cc3)CCCC2)cc1	-3	24	7	-4
-19	-23	2	-2	-16	Cc1cc2[nH]c3c(c[n+](C)c4ccccc34)c2cc1C	50*	-166	-10	8
-25	-11	-64	-11	-2	Cc1noc(C)c1S(=O)(=O)N(CCc1ccccc1)Cc1ccccc1	-6	14	0	-10
-14	-14	1	-8	0	COc1ccccc1OCC(=O)Nc1ccc(S(=O)(=O)Nc2cc(C)nc(C)n2)cc1	-15	-25	-3	1
-8	-16	2	-5	-2	O=C(COc1ccc(C(=O)c2ccccc2)cc1)NC1CCCCC1	-4	14	33	0
2	4	-3	4	-3	CC1=CC(=C2C(=O)c3ccccc3C2=O)C=C(C)N1C	-9	-14	16	1
-4	-12	-1	0	0	COc1ccc(NC(=O)COC(=O)COc2cccc(Br)c2)cc1OC	2	-22	5	3

Three entries already listed, arranged by the value under Calpain2 inh, high to low.
mol | EBV gp42 block | Furin inh | Runt-SMMHC FRET | RBBP9 inhibitor | Runt-CBFb FRET | NCF1 inh | Calpain2 inh | TbHK1 inh | p97 ATPase inh
Cc1noc(C)c1S(=O)(=O)N(CCc1ccccc1)Cc1ccccc1 | -25 | -11 | -64 | -11 | -2 | -6 | 14 | 0 | -10
COc1ccc(NC(=O)COC(=O)COc2cccc(Br)c2)cc1OC | -4 | -12 | -1 | 0 | 0 | 2 | -22 | 5 | 3
COc1ccccc1OCC(=O)Nc1ccc(S(=O)(=O)Nc2cc(C)nc(C)n2)cc1 | -14 | -14 | 1 | -8 | 0 | -15 | -25 | -3 | 1

Carrying on:
EBV gp42 block	Furin inh	Runt-SMMHC FRET	RBBP9 inhibitor	Runt-CBFb FRET	Molecule	NCF1 inh	Calpain2 inh	TbHK1 inh	p97 ATPase inh
-1	-13[20 µM]	0	-2	0	CCCCNC(=S)NC(=O)c1ccc(Cl)cc1Cl	-9	48	4	-6
5	-8	1	-1	0	Cc1c(Cl)cccc1NC(=S)NCCc1ccccn1	-2	-12	-8	6
8	-22[20 µM]	0	4	0	CCOC(=O)Cn1nc(/C=C/c2ccccc2)ccc1=O	-7	-152	-8	0
-9	-12	-2	1	2	O=S(CC1CC1(Cl)Cl)CC1CC1(Cl)Cl (stereo not drawn)	-6	27	-3	-3
2	-17	-3	-6	4	O=C(NCc1cccnc1)/C(=C\c1ccc(-c2cccc(Cl)c2)o1)S(=O)(=O)c1ccccc1	-14	-113	-26	7
-25	-9	-79	-3	-31	Cc1c(/C=N/NC(=O)CNc2ccccc2)c2ccccn2c1C(=O)c1ccc(Cl)cc1	-10	-102	-14	3
-12	-9	0	-12	1	O=C(Nc1nc2c(s1)CCCC2)c1cc(-c2ccc3c(c2)OCO3)nc2ccccc12	-33	-44	-15	1
-17	-11[20 µM]	0	-8	-2	CC(C)NC(=O)COC(=O)c1ccc(Oc2ccccc2)cc1	-8	20	-2	-3
-6	-13	-6	-7	1	C=CCNCCOCCOc1ccccc1-c1ccccc1	-7	2	6	-1
7	-31	-3	1	-3	Cc1ccc(Cl)cc1N1CCN(C(CC(C)C)c2nnnn2CC2CCCO2)CC1 (stereo not drawn)	-3	7	-1	1
-5	-33	-4	5	4	OCC(O)C(O)C(O)C(O)c1nc2ccccc2[nH]1 (stereo not drawn)	-8	-26	1	2
13	-11[20 µM]	-3	7	0	CC(=O)c1sc(NC(=O)c2cccc3ccccc23)nc1C	-15	7	-18	5
-4	-20	4	3	0	CCOC(=O)c1ccc(CNC(=O)Cn2nnc(-c3ccccc3F)n2)o1	-5	4	-5	3
-4	-25[20 µM]	2	5	1	COc1ccc(C(=O)Nc2cccc(C(C)=O)c2)c(OC)c1OC	-2	11	3	-1
-7	-40	2	4	0	CC(C)(C)c1ccc(/C=N/Nc2cccc(C(=O)O)c2)cc1	.	20	14	1
-5	-18	-4	-2	0	O=c1[nH]c(CSc2nc3ccccc3[nH]2)nc2c1cnn2-c1ccccc1	-5	-3	33	7
-30	4[20 µM]	5	3	0	CC(NC(=O)c1cccs1)C(c1cccs1)N1CCN(Cc2ccccc2)CC1 (stereo not drawn)	1	11	7	-6
-5	-13	4	-3	0	Cc1cc(C)n2nc(SCC(N)=O)nc2n1	-3	-8	-4	0
6	-13[20 µM]	0	-9	2	CCn1c(C)nc2cc(C(=O)NNS(=O)(=O)c3ccccc3F)ccc21	-12	-26	3	2
-6	-5	-14	-1	-2	CCN(CC)S(=O)(=O)c1ccc(NC(=O)COC(=O)c2ccc(NC(=O)CC#N)cc2)cc1	-54	-189	-1	0
4	-11[20 µM]	2	5	-1	C/C(=N\S(=O)(=O)c1ccc(C)cc1)N1CCN(S(=O)(=O)c2ccccc2)C1C(C)C (stereo not drawn)	-4	-42	-7	3
-22	-23[20 µM]	4	-6	-1	CC(=O)Nc1c(O)nc(SCC(=O)Nc2nnc(CC(C)C)s2)[nH]c1=O	-21	-14	-5	-5
-5	-12	27	-6	6	CCCOC(=O)c1c(N)sc2c1CCC2	-13	7	-3	-1
4	-24	-3	-11	-2	Cc1ccc(NC(=S)N(CCN(C)C)C(C)c2cccnc2)c(C)c1 (stereo not drawn)	1	21	1	-2
-5	-1	2	-1	0	CCc1cccc(CC)c1NC(=O)CN1C2CCCC1CC(NC(=O)Nc1cccc(OC)c1)C2 (stereo not drawn)	-4	42	4	-1
-3	-30	-6	6	-1	CCN(CC)C(=O)C(=O)c1cccn1-c1ccc(C#N)cc1	-6	1	-16	4
6	-14	-2	-10	0	Cc1nn(C)cc1CN(C)S(=O)(=O)c1cccc([N+](=O)[O-])c1	1	4	2	-4
-2	-11	-6	-2	-4	CCOC(=O)CSc1ncc(-c2ccc([N+](=O)[O-])cc2)[nH]1	0	0	-22	-1
3	-14	-2	8	3	COC(=O)c1cc(-c2ccccc2)n(CC(=O)O)c1C	-1	20	-5	4
-3	-16	-1	-8	0	CCN(CC)CCOc1ccccc1C(C)=O	-1	-10	1	-3
-25	0[20 µM]	0	-11	-1	CCOC(=O)CNC(=O)Nc1cccc(Cl)c1C	-18	-27	2	2
13	-15	3	-3	7	Cc1cccc(NC(=S)NC(=O)c2ccc(Br)o2)c1	4	9	2	0

Screens as filed in PubChem.
